Bioassay records as filed in PubChem.
Ba/F3 V617F tox = loss of viability in JAK2V617F-driven Ba/F3 cells | 220,000 tested, 1.1% active | inhibition, % at 5.6 µM | Ba/F3 EpoR-JAK2V617F viability, ATP luminescence | AID 1446;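 active means inhibition above the campaign mean plus 3 SD over all tested compounds, cut at about 24% in these data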;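 further: cytokine-independent growth of Ba/F3 cells driven by EpoR plus mutant JAK2; 0% = DMSO-treated cells and 100% = JAK inhibitor I control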
TNF death inh = inhibitors of TNF-alpha induced necroptosis in Jurkat FADD-/- cells | Jurkat FADD-/- TNF necroptosis rescue, ATP luminescence, 24 h; 0 = TNF only, 100 = no-TNF cells | activation (protection from cell death), % at 10 µM | 220,000 tested, 0.068% active;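 active means activation, meaning protection from cell death, of at least 50% relative to plate controls; inactive means activation below 50%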;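 further: necroptosis triggered by 40 ng/mL TNF-alpha added together with compound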
CHOP inhibitor = blocks CHOP induction under ER stress; CHO-K1 CHOP-promoter luciferase, tunicamycin-induced, 15-18 h; inhibition, % at 10 µM; 220,000 tested, 3.8% active; AID 2732;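 active means compounds that reduced the stress-induced luciferase reporter signal by more than about 70% of percent inhibition, limit read from the data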;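 further: 0% = tunicamycin plus vehicle and 100% = wells without tunicamycin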
Wee1 stabilizer = inhibitors of human Wee1 degradation; P30291; HeLa Luc-Wee1K328M stability, luciferase luminescence; 100% = proteasome inhibitor MG132 effect; reporter increase, % at 5 µM; 220,000 tested, 1.2% active; AID 1321;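 active means activation above the mean of all tested compounds plus 3 SD, set per screening run, cut at about 8.8% in these data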;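 further: cells exposed to compound for 20 h before luminescence read; 0% = DMSO alone and 100% = MG132 at 30 µM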
RBBP9 inh = human RBBP9 hydrolase inhibition. O75884. inhibition, % at 7.94 µM. recombinant RBBP9, FP-Rh probe fluorescence polarization. AID 1515. 220,000 tested, 0.2% active;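 active means inhibition above the campaign mean of all tested compounds plus 3 SD, cut at about 14% in these data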;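 further: plate controls were DMSO wells with RBBP9 for no effect and wells lacking RBBP9 protein for full effect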
Target sequence (O75884 whole entry, looked up): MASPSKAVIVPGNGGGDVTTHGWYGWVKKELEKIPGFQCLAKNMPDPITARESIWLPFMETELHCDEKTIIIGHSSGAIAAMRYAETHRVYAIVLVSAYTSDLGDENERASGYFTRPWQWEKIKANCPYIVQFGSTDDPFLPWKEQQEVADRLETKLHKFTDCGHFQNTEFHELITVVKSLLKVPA
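Assay system: recombinant human RBBP9; Reagent: Serine-hydrolase probe FP-Rh, 375 nM pre-mixing; Doses: 7.94 µM single dose, 0.794% DMSO; Incubation: 30 min then 45 min, 25 °C; Detection: fluorescence polarization (mP), excitation 525 nm, emission 598 nm; Evaluation: percent inhibition from mP, scaled between DMSO and no-protein wells.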
zfTRPN1 agonist = activates the zebrafish TRPN1 channel; activation, % at 3 µM; 220,000 tested, 0.18% active; HEK293 zebrafish TRPN1-YFP, Fluo-8 calcium fluorescence; 100% = response to 87 µM carbachol;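 active means activation above its plate's cutoff, the mean activation of test wells on that plate plus 3 SD, cut at about 19% in these data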;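 further: 0% = DMSO alone and 100% = 87 µM carbachol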
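Material: zebrafish TRPN1-YFP in HEK293 cells. Doses: one dose of 3 µM, 0.3% DMSO. Incubation: dye 1 h 37 °C plus 30 min RT. Measured by: intracellular calcium fluorescence with Fluo-8.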
PPC-1+TRAIL kill = kills PPC-1 cancer cells in the presence of TRAIL; PPC-1 cells + TRAIL, ATPLite viability luminescence; cell killing (% activity), % at 4 µM; 220,000 tested, 0.41% active;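 active means cell killing above 50% in the first pass at 4 µM, then a duplicate retest at 5 µM averaging 50% or more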;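 further: plate controls were cells with TRAIL plus DMSO for no effect and medium-only wells lacking cells for full effect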
TRPML3 agonist = agonists of human TRPML3 channel; Q8TDD5; HEK293 TRPML3-YFP, Fluo-8 calcium fluorescence; 100% = the carbachol control signal; activation, % at 3 µM; 220,000 tested, 0.29% active; AID 1448;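 active means activation above its plate's cutoff, the mean activation of the plate's test wells plus 3 SD, cut at about 12% in these data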;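 further: 0% = DMSO only wells and 100% = carbachol wells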
Target sequence (Q8TDD5 whole entry, looked up): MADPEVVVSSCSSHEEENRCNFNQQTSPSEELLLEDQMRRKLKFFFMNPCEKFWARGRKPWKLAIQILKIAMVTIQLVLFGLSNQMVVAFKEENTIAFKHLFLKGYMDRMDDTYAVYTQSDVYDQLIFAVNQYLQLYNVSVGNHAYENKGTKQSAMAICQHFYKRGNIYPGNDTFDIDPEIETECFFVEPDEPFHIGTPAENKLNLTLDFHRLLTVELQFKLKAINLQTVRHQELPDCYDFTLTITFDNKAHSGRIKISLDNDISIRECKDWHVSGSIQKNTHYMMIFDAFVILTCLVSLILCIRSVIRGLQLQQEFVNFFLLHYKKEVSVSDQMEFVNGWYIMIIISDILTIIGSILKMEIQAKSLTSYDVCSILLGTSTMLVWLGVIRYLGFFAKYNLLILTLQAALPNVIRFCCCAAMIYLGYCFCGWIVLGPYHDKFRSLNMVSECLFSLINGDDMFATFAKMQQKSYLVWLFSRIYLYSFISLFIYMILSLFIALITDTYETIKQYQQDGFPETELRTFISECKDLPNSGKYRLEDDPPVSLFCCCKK
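system = HEK293 cells stably carrying human TRPML3-YFP | doses = one concentration, 3 µM nominal, 0.3% DMSO | timing = dye loading 1 h 37 °C then 30 min ambient, 125 s read | detection = Fluo-8 calcium dye fluorescence, ex 470-495, em 515-575 nm | benchmarks = high control carbachol 87 µM, low control DMSO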
BaF3 tox = counter-screen for JAK2V617F inhibitors: parental Ba/F3 viability inhibitors | inhibition, % at 5.6 µM | CellTiter-Glo ATP luminescence | 220,000 tested, 1.1% active;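 active means inhibition above a per-campaign cutoff, the mean inhibition of all tested compounds plus 3 SD, cut at about 27% in these data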;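 further: 0% = DMSO wells and 100% = JAK Inhibitor I control wells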
* hit, by the source's call; . = no result given. Hits appear at their usual frequency; about 6.8% have a hit in one of these screens.

SMILES	Ba/F3 V617F tox	TNF death inh	CHOP inhibitor	Wee1 stabilizer	RBBP9 inh	zfTRPN1 agonist	PPC-1+TRAIL kill	TRPML3 agonist	BaF3 tox
CCc1ccc(C(=O)Nc2cc(C)ccc2F)s1	-3.0	0.7	4.6	6.5	2.3	-3.0	9.8	-0.3	3.5
CC(C)(C)C1c2[nH]c3ccccc3c2CCN1Cc1cccc(OCCO)c1 (centres undefined)	-1.2	-0.6	3.1	-0.1	-3.4	0.7	-21.4	1.7	1.1
CN(C)CCNc1nc(S(=O)(=O)c2ccccc2)c(Cl)s1	-3.0	2.3	12.8	-2.0	-5.0	1.0	15.6	1.4	5.9
Cc1ccccc1OCC(=O)Nc1cc(S(=O)(=O)N2CCCCC2)ccc1N1CCN(C)CC1	3.8	1.7	-2.2	-2.0	0.2	0.1	5.5	20.8*	7.3
CCCc1cc(=O)oc2cc(C)cc(OCC(=O)O)c12	4.4	-2.3	-2.0	-1.3	-5.7	0.3	-8.3	0.6	1.7
CCOC(=O)C(C)n1cnc2c(oc3ccccc32)c1=O (centres undefined)	-3.1	-1.4	-5.1	-1.5	-6.4	0.2	23.9	0.4	-0.1
Cc1ccc(OCCCC(=O)Nc2ccc(N3CCOCC3)cc2)c(C)c1	-2.0	0.5	-6.7	-1.8	-6.8	1.2	20.4	-0.3	1.8
Cc1cccc(C)c1NC(=O)CN(C)c1ccc(C(F)(F)F)cn1	-2.0	0.3	20.7	-1.7	-10.5	0.0	16.9	1.0	5.7
CC1CN(C(=O)c2c([N+](=O)[O-])cnn2C)CC(C)O1 (centres undefined)	-0.3	-0.9	-0.2	-1.0	-7.2	-0.5	14.0	1.2	2.2
CCC(=O)Nc1ccc(NC(=O)c2ccccc2Cl)nc1	-2.1	1.0	-5.1	1.6	3.0	0.1	25.1	0.6	2.7
O=C(COc1ccc(S(=O)(=O)N2CCCCC2)cc1)NCc1cccnc1	0.0	2.8	16.3	-2.4	4.0	0.7	-3.6	0.7	2.9
CC(=O)c1sc(NC(=O)c2ccc(Cl)cc2)nc1C	3.5	1.3	-12.8	1.4	-8.0	1.2	16.1	0.2	-1.7
O=C(NCCCN1CCOCC1)c1ccc(CS(=O)(=O)c2c(Cl)cccc2Cl)o1	-2.7	0.3	-10.4	-1.6	12.4	1.6	-3.2	1.4	3.0
CN1CC(=O)Nc2ccc(F)cc2C1=O	-1.8	-0.4	35.4	-1.2	-4.0	0.8	-10.6	0.5	3.6
Cc1cccn2c(CNCC3OCCc4ccccc43)c(C(=O)N3CCCCC3)nc12 (centres undefined)	-0.5	-0.3	7.2	0.0	2.8	-0.2	4.9	0.6	3.7
CCCCN(C)Cc1c(C)[nH]c2ccccc2c1=O	-0.3	0.0	13.3	-1.8	-2.9	1.2	4.3	1.3	2.7
CC(=O)Nc1sc(N/N=C\c2cccc(Cl)c2)nc1-c1cccs1	-2.7	3.4	95.8*	-0.8	-4.3	-0.6	3.6	0.2	6.0
CC(=O)c1ccccc1OCCOCCOCCOc1ccccc1C(C)=O	-5.0	1.9	6.2	3.6	-3.5	0.3	9.4	1.4	-2.0
Nc1c2c(nc3sc4c(c13)CCCC4)CCCCCC2	-2.2	5.8	55.9	0.6	-5.9	-0.7	11.6	0.8	2.1
COC(C(=O)Nc1ccc(S(=O)(=O)Nc2c(C)cccc2C)cc1)c1ccccc1 (centres undefined)	-2.5	3.9	13.3	-0.7	0.8	9.0	13.2	2.5	0.7
COc1ccccc1NC(=O)CSc1nnc(CNC(=O)c2ccco2)o1	1.2	0.3	-10.4	-1.6	-2.7	1.2	16.9	1.8	5.4
Cn1ccnc1SCC(=O)Nc1ccc2c(c1)OC(F)(F)O2	1.8	-0.7	-23.5	1.2	1.1	1.7	20.1	-0.3	8.1
c1cnc(SCCCOc2ccc3ccccc3c2)nc1	3.2	1.0	-11.2	-0.9	-13.7	-1.4	8.9	-0.1	5.4
Cc1cc(C)nc(SCc2ccc(C(=O)NNC(=O)Nc3cccc(Cl)c3)cc2)n1	-0.6	-1.9	96.1*	0.0	-6.5	0.3	23.4	0.2	6.5
CCCCC(=O)NC(Nc1sc2c(c1C(N)=O)CCCC2)(C(=O)OCC)C(F)(F)F (centres undefined)	-4.3	1.3	47.6	-1.2	-4.6	-1.3	4.3	0.0	2.6

Three entries from above, reformatted.
Each structure is followed by: Ba/F3 V617F tox	TNF death inh	CHOP inhibitor	Wee1 stabilizer	RBBP9 inh	zfTRPN1 agonist	PPC-1+TRAIL kill	TRPML3 agonist	BaF3 tox
- COC(C(=O)Nc1ccc(S(=O)(=O)Nc2c(C)cccc2C)cc1)c1ccccc1 (centres undefined)
 : -2.5	3.9	13.3	-0.7	0.8	9.0	13.2	2.5	0.7
- CCc1ccc(C(=O)Nc2cc(C)ccc2F)s1
 : -3.0	0.7	4.6	6.5	2.3	-3.0	9.8	-0.3	3.5
- Cn1ccnc1SCC(=O)Nc1ccc2c(c1)OC(F)(F)O2
 : 1.8	-0.7	-23.5	1.2	1.1	1.7	20.1	-0.3	8.1

Other records:
SMILES	Ba/F3 V617F tox	TNF death inh	CHOP inhibitor	Wee1 stabilizer	RBBP9 inh	zfTRPN1 agonist	PPC-1+TRAIL kill	TRPML3 agonist	BaF3 tox
O=C(C1CCC1)N1CCN(c2ccnc3cc(Cl)ccc23)CC1	4.0	0.3	16.0	-2.5	4.4	0.3	17.3	-0.1	-2.8
COCCn1c(C)cc(C(=O)CSc2ncnc3sc4c(c23)CCC4)c1C	-3.5	-3.5	17.7	1.7	3.3	0.4	14.3	1.1	-0.6
COc1ccc(-n2nnnc2SCC(=O)Nc2nnn(C)n2)cc1	-4.0	-1.1	4.2	10.9*	-6.0	0.9	11.9	0.4	0.7
CC(C)C(=O)c1cc2c(cc1NC(=O)c1ccccc1)OCCO2	-2.8	0.3	-5.2	-2.9	-10.7	-0.4	29.1	0.0	1.3
CC(C)CCNc1nc(N)c([N+](=O)[O-])c(NCC2CCCO2)n1 (centres undefined)	-0.5	2.1	9.8	-2.0	5.7	-1.3	4.1	-0.1	6.6
CSc1nc(Oc2ccc3ccccc3c2)c2sccc2n1	-3.1	-16.5	-20.4	-2.8	2.6	-0.7	-0.4	0.1	-2.8
Cn1c2ccc(CC(=O)O)cc2c2cc(CC(=O)O)ccc21	3.9	0.3	12.8	-0.9	-2.0	0.6	11.3	-0.2	0.7
Cc1sc(NC(=O)c2ccco2)c(C(c2cccnc2)N2CCN(c3ccc(F)cc3)CC2)c1C (centres undefined)	-0.7	-13.5	.	2.6	-7.1	3.3	25.6	-0.4	5.3
COc1ccc(C(=O)CSc2nnc(Cn3cnc4ccccc43)o2)cc1	2.8	-11.1	.	0.4	-12.3	7.9	2.7	4.3	-2.5
O=C(CN1C(=O)CC(c2ccccc2)=Nc2ccccc21)NCc1ccco1	0.4	-2.5	35.9	-0.1	4.9	-0.7	21.1	-0.2	-2.9
COc1ccc(OC)c(NC(=O)C2CCN(Cc3cnn(-c4ccccc4)c3-n3cccc3)CC2)c1	-4.6	-2.7	37.4	5.6	-0.5	-1.9	9.9	0.2	4.7
CCOC(=O)C1(CCOc2ccccc2)CCN(Cc2cccc3nonc23)CC1	-1.3	2.4	44.4	0.8	-6.2	-1.6	15.2	3.7	6.2
COCCN=c1scc(-c2cc(OC)c(OC)c(OC)c2)n1/N=C/c1c(C)[nH]c2ccccc12	-0.3	-1.8	8.6	-1.5	-6.9	0.3	-8.9	0.3	5.0
CCOC(=O)c1ccc(NS(=O)(=O)c2ccc3c(c2)oc(=O)n3C)cc1	4.1	-0.3	13.5	-0.8	4.5	2.5	-9.7	0.6	4.5
O=c1oc(Nc2cccc(F)c2)nc2ccccc12	-3.7	-3.1	48.4	-3.6	-3.0	0.5	2.0	0.1	4.4
COC(=O)c1ccccc1SC1CC(=O)N(c2ccccc2)C1=O (centres undefined)	-2.0	0.2	-37.3	7.8	0.2	1.1	18.9	0.4	-1.1
CC/C(=N\NC(=O)c1ccc(-c2ccccc2)cc1)C12CC3CC(CC(C3)C1)C2	0.4	1.8	24.4	-0.5	-4.6	-0.2	7.5	0.8	3.3
CCn1nccc1C(=O)Nc1cc(Cl)ccc1Cl	-2.7	-11.9	29.5	-2.2	5.1	-1.0	13.9	-0.9	-0.7
CCCN(CCC)C(=O)C[n+]1cccc(/C=N/O)c1	-2.6	1.4	-4.6	1.4	-6.8	1.3	3.9	0.6	3.3
O=C(Cc1c(O)c2ccccc2[nH]c1=O)NC1CCCCCCC1	-0.3	1.8	8.2	4.6	-4.7	0.7	7.8	0.8	6.2
COc1ccc(Br)cc1CN(C)CC(=O)Nc1cccc(S(N)(=O)=O)c1	1.4	1.6	11.6	4.1	0.5	0.8	22.1	1.2	4.8
CCN(c1ccc(C)c(C)c1)S(=O)(=O)c1ccc2c(c1)CCN2C(=O)CCC(=O)O	-0.3	-0.9	2.8	-3.5	-9.0	-1.1	7.8	-0.6	1.3
COc1ccc(-c2cnnn2-c2ccc(N)cc2)cc1OC	0.9	-0.5	-14.9	-1.1	-4.5	1.1	-1.3	1.4	7.0
CS(=O)(=O)N1CCCC(C(=O)NCc2ccco2)C1 (centres undefined)	-4.9	0.7	1.8	-1.4	-10.0	0.7	16.7	0.3	-0.1
Nn1c(SCc2ccccc2)nnc1-c1ccccn1	-1.9	-0.7	-32.8	-0.2	-6.8	1.0	17.7	0.9	2.6
Cc1cc2c(ncn2C)c(NS(=O)(=O)c2ccccc2Cl)c1C	-3.0	-8.0	61.8	-1.4	-5.3	-1.1	3.8	0.6	5.3
COc1ccccc1NC(=S)N1CCc2cc(OC)c(OC)cc2C1	-1.0	2.1	7.1	-1.4	-9.4	0.1	-16.2	0.8	3.4
COc1ccc(/C=C/C(=O)c2cc(Br)ccc(=O)c2O)cc1	-2.7	-1.6	37.7	5.1	-3.8	0.6	0.7	0.1	6.5
Cc1ccc(-c2noc(CCCC(=O)N3CCOCC3)n2)cc1	0.4	0.5	0.4	3.1	-13.8	0.7	9.4	1.6	1.5

Of the compounds above, these contain a COOH group.
SMILES	Ba/F3 V617F tox	TNF death inh	CHOP inhibitor	Wee1 stabilizer	RBBP9 inh	zfTRPN1 agonist	PPC-1+TRAIL kill	TRPML3 agonist	BaF3 tox
CCCc1cc(=O)oc2cc(C)cc(OCC(=O)O)c12	4.4	-2.3	-2.0	-1.3	-5.7	0.3	-8.3	0.6	1.7
Cn1c2ccc(CC(=O)O)cc2c2cc(CC(=O)O)ccc21	3.9	0.3	12.8	-0.9	-2.0	0.6	11.3	-0.2	0.7
CCN(c1ccc(C)c(C)c1)S(=O)(=O)c1ccc2c(c1)CCN2C(=O)CCC(=O)O	-0.3	-0.9	2.8	-3.5	-9.0	-1.1	7.8	-0.6	1.3
